human PMI inhibitors: human PMI inhibitors, high substrate, primary screen, biochemical, fluorescence intensity, high mannose 6-phosphate (AID 1220); 190,000 tested, 0.66% active; recombinant PMI enzyme, coupled fluorescence intensity; higher % means a stronger effect; inhibition, % at 20 µM; hits with a dose series show IC50 in µM
T cell modulator: modulates CD8 T cell binding to vesicles | calls only at 7 µM | 330,000 tested, 0.068% active | 2C CD8+ T cell-vesicle binding, flow cytometry; stronger effect = lower value | AID 2052;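 active = response, share of CD8 T cells binding vesicles, and their 90th percentile fluorescence all below set limits, cut at about 80% in these data, passing the limit was not always enough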
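Incubation: binding step 1.5 h, 37 °C, antibody labelling 20 min, ice; system: murine 2C transgenic CD8+ T lymphocytes; technique: cytometric PE anti-B7-1 and Alexa647 anti-CD8 signals after 1% paraformaldehyde fixation; also added: QL9-charged Drosophila Ld/ICAM-1/B7-1 vesicles; control set: naked versus QL9-loaded vesicles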
MT stabilize HCS: microtubule stabilization, imaging screen | AID 2205 | % tubulin-high responders, % at 10 µM | HeLa tubulin immunostaining HCS, 24 h; share of cells brighter than vehicle mean+2SD | 200,000 tested, 0.83% active;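 active = plate Z-score above 3 for both tubulin-high and condensed-nucleus cell shares, with cell loss under 80%, at 10 µM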;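 also: anti alpha tubulin signal scored within the nucleus-defined area of each cell; some results filed as inactive read as strong as hits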
Hep lipid drop: modulators of hepatic lipid droplet formation. AML12 mouse hepatocytes, oleate lipid droplets, BODIPY imaging. 240,000 tested, 0.4% active. inhibition, % at 6.5 µM;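 active = lipid droplet intensity inhibited by at least 50%, with more than 500 cells counted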
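material = mouse AML12 hepatocyte cell line, fixed after treatment | also added = 100 µM oleic acid challenge | doses = compound at 6.5 µM only | schedule = overnight exposure | technique = Image-based BODIPY and DAPI two-channel analysis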
TNAP activators: human TNAP enzyme activators, primary screen, biochemical, luminescent, no phosphate acceptor, uHTS (AID 1001) | purified TNAP, luminescent activation assay, no phosphate acceptor; higher activation fold means a stronger effect | activation fold at 20 µM, or EC50 in µM where a hit was titrated | 200,000 tested, 0.03% active; in the data active = activation fold from about 3, or a potency from the dose series; inactive = the rest, 99 in 100 with activation fold below about 1.6; also: many of its hits are not listed in these tables
bCat nuc transl: alters nuclear translocation of beta-catenin in HeLa cells; immunofluorescence imaging; nuclear translocation activity, % at 5 µM; 190,000 tested, 0.3% active;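 active = nuclear translocation activity above 50% at 5 µM, with a well cell count of 50 or more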;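 also: per-cell ratio of nuclear to cytoplasmic median beta-catenin stain intensity; plate controls were DMSO negative control for no effect and GSK-3 inhibitor IX positive control for full effect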
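System: Human HeLa cells, endogenous beta-catenin | Compound dosing: 5 µM primary, 0.02–20 µM confirmation | Timing: 24 h compound exposure at 37°C, 5% CO2 | Measured by: Fluorescence imaging of beta-catenin antibody stain plus DAPI | Read-out basis: % activation of per-cell nuclear versus cytoplasmic median beta-catenin signal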
Autophagy mod: alters autophagy in cells; MEF GFP-LC3 puncta imaging; test concentration mostly 10 µM; calls only at 10 µM (by protocol); 190,000 tested, 0.98% active; AID 463193;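 active = percentage of spot-positive cells more than 3 SD above its plate mean, without a fluorescence outlier flag or 80% toxicity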;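 also: spot-positive cell cutoff set from DMSO-treated cells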
Insulin prom up: MIN6 insulin promoter up-regulation; MIN6 insulin promoter-GFP reporter, high-content imaging; stronger effect = higher value; AID 1625; z-score at 5 µM; 190,000 tested, 0.3% active;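 active = z-score above 3 at 5 µM with at least 500 cells counted in the well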
PMI inhibitors: inhibitors of human PMI, primary screen, biochemical, fluorescence intensity, coupled assay (AID 1209); inhibition, % at 20 µM; hits with a dose series show IC50 in µM; 190,000 tested, 0.42% active; purified PMI enzyme, coupled fluorescence intensity; higher % means a stronger effect;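 also: plate controls were DMSO vehicle for no effect and wells lacking substrate for full effect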
Insulin prom up cell count: recorded beside Insulin prom up, whose call it bears; cell count; measured here: cytotoxicity, nuclei count;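 total cells summed across four imaged fields per well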
Hep lipid drop cells 6.5 µM: second read-out of Hep lipid drop, no call of its own (marks repeat the call); cell count; measured here: cell count, cytotoxicity flag;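 cells counted across two imaged fields per well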
bCat nuc transl cell count 5 µM: also measured in bCat nuc transl; calls as there; cell count; measured here: cell count, cytotoxicity flag
T cell modulator vesicle-bound %: second read-out of T cell modulator, no call of its own (marks repeat the call); double positive events, %; measured here: CD8+ vesicle-bound cell fraction;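 binding gate set so that unloaded-vesicle control wells show 10% double positive cells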
MT stabilize HCS Hoechst-high %: second read-out of MT stabilize HCS, no call of its own (marks repeat the call); % Hoechst-high responders; measured here: nuclear condensation Hoechst responders;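 share of cells brighter than vehicle mean plus two SD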
MT stabilize HCS cytotoxicity %: also measured in MT stabilize HCS; calls as there; toxicity, %; measured here: cytotoxicity by cell density;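 0% = mean cell density of plate MIN control wells and 100% = no cells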
Autophagy mod cell loss 18 h: further read-out of Autophagy mod, marked with its call; toxicity, %; measured here: cell loss, nuclei count;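 cell loss after 18 h compound exposure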
Active calls of the source: *; i = inactive; / = no result given. Rule as the data show it, unless noted: active = inhibition above about 50%; inactive = the rest.

SMILES	human PMI inhibitors	T cell modulator	T cell modulator vesicle-bound %	MT stabilize HCS	MT stabilize HCS Hoechst-high %	MT stabilize HCS cytotoxicity %	Hep lipid drop	Hep lipid drop cells 6.5 µM	TNAP activators	bCat nuc transl	bCat nuc transl cell count 5 µM	Autophagy mod	Autophagy mod cell loss 18 h	Insulin prom up	Insulin prom up cell count	PMI inhibitors
COc1cc(NS(C)(=O)=O)cc(OC)c1OC	-7%	i	30	3.4	2.9	6.2	21	632	1.1	-9.6	1053	i	10	0.76	1580	-10%
C/C(=N\NC(=O)CCc1c(C)n[nH]c1C)c1ccc([N+](=O)[O-])cc1	/	i	15	/	/	/	11	800	/	-1.0	1329	/	/	0.97	1036	/
CC(=O)Nc1ccc(NC(=O)Cn2cnc3c(cnn3C(C)(C)C)c2=O)cc1	7%	i	26	4.7	1.9	3.8	1	696	1.1	0.0	1061	i	15	-0.62	1326	9%
Clc1ccc(-c2cc(C3CCNCC3)[nH]n2)c(Cl)c1	0%	i	30	3.4	4.4	1.9	-10	683	0.2	1.3	1001	i	14	-0.49	1121	-1%
Cc1oc2c(c1C(=O)NCCO)CCCC2	-6%	i	18	1.2	1.4	4.1	9	780	1	3.6	1182	i	-4	-0.76	802	-4%
COc1ccc(N(C)S(=O)(=O)c2cccc(C(=O)Nc3cc(OC)ccc3OC)c2)cc1	3%	i	27	2.9	2.4	8.9	-66	732	1	0.9	1016	i	-4	-1	1285	2%
NS(=O)(=O)c1ccc(CCNC(=O)c2ccc3ccccc3n2)cc1	-5%	i	7	4.4	2.5	13	-5	670	1.1	-1.6	1053	i	17	0.21	1290	-5%
C=CCN(c1ccccc1OC)S(=O)(=O)c1ccc(Cl)c(C(=O)Nc2ccc(N3CCOCC3)cc2)c1	16%	i	18	3.8	3.0	5.6	25	705	1	3.2	1052	i	18	-0.6	1360	12%
O=C(Oc1ccc(=O)n(-c2ccccc2)n1)c1cccc(Cl)c1	-5%	i	22	2.6	1.4	1.6	/	/	1.1	/	/	i	2	/	/	1%
Cc1cc(NC(=O)CSc2nnc(NCc3ccccc3)s2)no1	/	i	36	/	/	/	18	740	/	0.4	1285	/	/	-0.12	1039	/
Cc1ccc(SCc2ccc(C(=O)Nc3cc([N+](=O)[O-])ccc3C)cc2)cc1	3%	i	15	2.0	3.2	4.5	/	/	1	2.3	1395	i	11	0.11	1358	-11%
Cc1cccc(-n2c(-c3ccoc3C)n[nH]c2=S)c1	-4%	i	38	5.3	2.5	4.7	-3	631	1	-1.3	1002	i	-18	0.11	1243	-3%
CCn1cc(C2=NC(C)(C)CO2)c2ccccc21	1%	i	24	0.8	0.7	5.6	16	696	1.1	/	/	i	-1	-0.82	913	4%
COc1ccccc1S(=O)(=O)Cc1ccc(C(=O)NC(C)c2ccc3c(c2)OCCO3)o1 (stereo not given)	8%	i	18	2.2	1.1	0.4	/	/	1.1	-3.7	943	i	3	-0.2	1244	8%
OCC[C@H]1C[C@H](O)[C@@H](O)[C@@]2(CCCCO2)O1	13%	/	/	3.1	1.7	0.2	1	769	1.1	/	/	i	-17	0.14	1216	13%
COC(=O)C1=C(C)OC(N)=C(C#N)C1c1cc(C)sc1C (stereo not given)	8%	i	46	1.9	1.3	12	3	752	1.2	/	/	i	4	1.4	751	9%
Cc1ccc2[nH]c(CCN(C)C)c(CC#N)c2c1	12%	i	22	2.6	1.1	2.6	3	634	1.1	0.3	1038	i	3	-0.74	1053	12%
O=C1CC(c2ccccc2)Cc2nc(NC3CC3)ncc21 (stereo not given)	7%	i	40	2.8	2.5	6.1	2	734	1.1	0.5	1074	i	-4	/	/	-6%
CCCOC(=O)c1ccc(S(N)(=O)=O)o1	2%	i	47	2.8	1.5	8.4	-2	641	1.1	/	/	i	-5	-0.14	1229	9%
COc1cc2c(cc1OC)C(c1cccs1)N(C(=O)c1ccncc1)CC2 (stereo not given)	-4%	i	58	23*	40*	31*	-3	696	1.1	32	814	i	23	0.06	1207	-8%
CC1CCN(C(=O)Cn2cc(C#N)c3ccccc32)CC1	-7%	i	33	3.1	0.9	4.9	-16	728	1.1	-5.0	577	i	-5	-0.26	1323	-1%
COc1ccc(Cn2c(-c3ccc(OC)cc3)nc3ccccc32)cc1	14%	i	10	3.4	1.9	5.1	-6	739	1.3	-1.8	1166	i	-6	-1.1	583	12%
COc1cccc(C2CC(c3ccc(Cl)cc3)Nc3nc(N)nn32)c1 (stereo not given)	12%	i	53	3.1	1.2	6.9	8	662	1	-0.2	1094	i	-3	/	/	18%
N#Cc1nc(-c2ccccc2)oc1NCC1CCCO1 (stereo not given)	0%	i	39	3.3	1.9	4.4	19	725	1.1	1.2	1003	i	-1	-0.27	1422	-5%
CC(C)(C)NC(=O)NC(=O)COC(=O)c1cccc(S(=O)(=O)N2CCCCC2)c1	9%	i	6	2.3	3.0	0.8	23	662	1.1	-2.8	571	i	3	0.06	1376	9%
Fc1ccc(Cl)cc1/C=N/n1cnnc1SCc1ccccc1	0%	i	30	1.8	1.3	7.4	-17	740	1.1	/	/	i	-14	0.3	895	-1%
CCC(=O)Nc1ccc(-c2nc3ccccc3c(=O)o2)cc1	-20%	/	/	1.5	1.7	2.7	14	720	0.9	-4.3	1137	i	-26	0.15	1226	-20%
O/N=C/c1ccc(OCc2ccccc2F)c(Cl)c1	11%	i	24	5.0	6.4	5.4	2	630	1.2	3.4	552	i	2	-0.32	1431	5%
C#CC1(O)CC(C)N(C)C(C)C1 (stereo not given)	6%	i	6	3.9	2.2	6.4	17	681	1.2	0.5	1080	i	-11	-0.1	1915	9%
Cc1cccc(C)c1NC(=O)NN=C1CCCCC1	/	i	37	/	/	/	0	722	/	0.9	1272	/	/	0.36	1095	/
CCn1c(SCC(=O)Nc2ccc3c(c2)OCO3)nnc1-c1cnccn1	13%	i	54	4.8	2.1	4.9	-17	714	1.1	2.3	1016	i	0	-0.29	1051	10%
COc1ccccc1-c1nc(-c2ccccc2)[nH]c(=O)c1C#N	-9%	i	49	2.0	2.9	2.8	-7	697	1.2	-3.9	1119	i	-3	-0.2	1404	-9%
CCC/C(=N\NC(=O)CNC(=O)c1ccc(Cl)cc1)c1ccccc1	9%	i	12	1.3	2.0	3.5	-6	703	1.1	0.0	1033	i	-6	0.07	1196	12%
Cc1ccnc(NC(=O)c2cc(-n3cnnc3)ccc2Cl)c1	-8%	i	47	1.1	2.7	24	-4	687	1.1	-2.5	1243	i	7	0.14	1218	-2%
N/C(=N\OC(=O)c1ccc([N+](=O)[O-])cc1)c1cccnc1	6%	i	30	5.0	3.7	4.0	1	658	1.1	-1.5	1100	i	2	-0.3	1384	12%
COc1ccccc1CC(=O)Nc1c[nH]c(=O)[nH]c1=O	-5%	i	15	4.8	1.7	1.6	24	739	1.2	0.4	914	i	2	0.02	1287	8%
CC(C)NC(=S)NNC(=O)C12CC3CC(CC(C3)C1)C2	2%	i	56	1.1	1.7	6.0	10	800	1.5	-0.5	908	i	0	/	/	5%
Cc1cc(C)n(-c2nc3ccccc3c(=O)n2OCc2ccc(F)cc2)n1	-12%	i	60	1.1	2.0	10.0	/	/	1.1	0.0	1155	i	-6	1.4	1330	-5%
Cc1ccc(Sc2c(C)nn(C(=O)CNS(=O)(=O)c3ccc(F)cc3)c2C)cc1	3%	i	8	2.4	2.7	6.9	-6	392	1.2	1.4	885	i	6	0.42	1076	12%
CC(=O)Nc1ccc(SCC(=O)c2c(N)n(Cc3ccccc3)c(=O)n(C)c2=O)cc1	/	i	49	/	/	/	5	749	/	-0.1	1266	/	/	-1.7	1106	/
CC1(C)N=c2ccc([N+](=O)[O-])c(N)c2=[N+]1[O-]	/	i	42	/	/	/	-8	729	/	1.8	1237	/	/	-1	907	/
CCOC(=O)N1CCN(c2cc(=O)n(-c3ccc(OC)cc3)c(=O)[nH]2)CC1	10%	i	29	5.3	1.3	11	-5	692	1.1	/	/	i	-36	-0.46	1277	15%
CCOc1ccc(N2C(=O)CC(SC(=NC)Nc3ccc4c(c3)OCO4)C2=O)cc1 (stereo not given)	10%	i	36	2.8	2.2	5.8	-8	740	1	-0.8	1203	i	-7	-0.86	754	16%
Cc1cccc(OCCC(=O)NCC(=O)Nc2cccc(C)c2C)c1	-3%	i	43	2.1	2.0	6.7	-18	668	1	-0.8	954	i	14	0.36	1298	4%
Cc1nc2ccsc2c(=O)n1-c1ccc(Cl)cc1	5%	i	46	2.2	3.6	2.7	-2	684	1	-2.8	573	i	9	0.21	1333	0%
COc1ccccc1Nc1nc(N)nc(CSc2ncccn2)n1	6%	i	17	3.0	2.5	18	-1	760	1.2	-1.0	1094	i	-1	-0.89	1256	10%

As a short view, some entries already given.
SMILES	human PMI inhibitors	T cell modulator	T cell modulator vesicle-bound %	MT stabilize HCS	MT stabilize HCS Hoechst-high %	MT stabilize HCS cytotoxicity %	Hep lipid drop	Hep lipid drop cells 6.5 µM	TNAP activators	bCat nuc transl	bCat nuc transl cell count 5 µM	Autophagy mod	Autophagy mod cell loss 18 h	Insulin prom up	Insulin prom up cell count	PMI inhibitors
CC(=O)Nc1ccc(SCC(=O)c2c(N)n(Cc3ccccc3)c(=O)n(C)c2=O)cc1	/	i	49	/	/	/	5	749	/	-0.1	1266	/	/	-1.7	1106	/
CC1(C)N=c2ccc([N+](=O)[O-])c(N)c2=[N+]1[O-]	/	i	42	/	/	/	-8	729	/	1.8	1237	/	/	-1	907	/
CCOC(=O)N1CCN(c2cc(=O)n(-c3ccc(OC)cc3)c(=O)[nH]2)CC1	10%	i	29	5.3	1.3	11	-5	692	1.1	/	/	i	-36	-0.46	1277	15%
CCOc1ccc(N2C(=O)CC(SC(=NC)Nc3ccc4c(c3)OCO4)C2=O)cc1 (stereo not given)	10%	i	36	2.8	2.2	5.8	-8	740	1	-0.8	1203	i	-7	-0.86	754	16%

Assay outcomes from PubChem.
